# D1 agonist = activates the human D1 dopamine receptor | AID 504660 | activation, % at 2 µM | HEK293 T-REx D1 cells, calcium flux, agonist mode | 360,000 tested, 1% active; also: 0% is about no effect
# Target sequence (P21728 whole entry, looked up): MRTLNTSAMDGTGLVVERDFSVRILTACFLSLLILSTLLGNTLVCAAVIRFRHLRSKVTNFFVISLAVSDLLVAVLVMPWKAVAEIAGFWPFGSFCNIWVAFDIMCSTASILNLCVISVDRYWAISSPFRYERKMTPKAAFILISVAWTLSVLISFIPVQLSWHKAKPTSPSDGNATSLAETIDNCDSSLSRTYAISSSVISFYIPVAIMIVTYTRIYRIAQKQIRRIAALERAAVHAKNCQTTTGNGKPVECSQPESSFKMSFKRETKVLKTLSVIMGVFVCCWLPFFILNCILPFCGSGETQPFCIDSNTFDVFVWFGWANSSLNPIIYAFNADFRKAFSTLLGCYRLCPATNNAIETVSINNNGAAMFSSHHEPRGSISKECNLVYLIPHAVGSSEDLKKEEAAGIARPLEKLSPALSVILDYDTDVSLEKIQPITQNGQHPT
#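 Tetracycline-induced HEK293 TREx D1 cells, force-coupled to calcium signalling, were dye-loaded with a no-wash calcium kit. Compound was pin-added after a 10 s baseline. Fluorescence was read kinetically at 1 cycle/s for 180 s, with calcium rises flagged as agonism.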
# D1 PAM = human D1 dopamine receptor positive modulation; 360,000 tested, 0.036% active; P21728; AID 504651; potentiation, % at 10 µM; HEK293 TREx D1 cells, calcium flux, dopamine EC20 potentiation; in the data active = potentiation above about 30%; also: 0% is about no effect
# D1 antagonist = human D1 dopamine receptor antagonism. AID 504652. P21728. 360,000 tested, 3.2% active. HEK293 TREx D1 cells, calcium flux, dopamine EC80; active compounds read low. activity change, negative = inhibition, % at 10 µM; in the data active = activity change below about -30%; also: % is scaled to controls: 0 for no effect and ±100 for the full control effect
#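 Tetracycline-induced HEK293 Trex D1 cells, force-coupled to calcium, dye-loaded; compounds added and read 180 s, then EC80 dopamine added and calcium flux tracked kinetically another 180 s.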
# TRHR ag = agonists of human TRH receptor | P34981 | TRHR cells, calcium flux fluo-8, FDSS agonist mode | activation, % at 2 µM | 360,000 tested, 0.18% active | AID 493084; also: 0% is about no effect
# Target sequence (P34981 whole entry, looked up): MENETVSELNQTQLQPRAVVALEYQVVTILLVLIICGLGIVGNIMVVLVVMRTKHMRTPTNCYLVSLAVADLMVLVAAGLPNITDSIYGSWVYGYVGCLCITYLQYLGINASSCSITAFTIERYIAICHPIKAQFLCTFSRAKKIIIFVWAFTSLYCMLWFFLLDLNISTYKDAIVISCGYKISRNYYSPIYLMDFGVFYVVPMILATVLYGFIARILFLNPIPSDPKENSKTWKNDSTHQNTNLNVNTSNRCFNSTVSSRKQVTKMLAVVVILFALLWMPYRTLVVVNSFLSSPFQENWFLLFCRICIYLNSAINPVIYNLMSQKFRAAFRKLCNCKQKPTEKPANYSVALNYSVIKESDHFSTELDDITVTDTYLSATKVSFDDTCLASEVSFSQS
#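 In this calcium-flux screen, cells bearing human TRHR are dye-loaded with fluo-8, baselined for 10 cycles, then exposed to library compounds; positive kinetic calcium responses during the agonist phase mark hits, with TRH as control.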
# D2 PAM = positive allosteric modulators of human D2 dopamine receptor | AID 485347 | HEK293 T-REx D2, calcium flux, EC20 dopamine potentiation | potentiation, % at 10 µM | 340,000 tested, 0.34% active;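 active = potentiation over 3 SD above the plate norm, cut at about 30% in these data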; also: 0% is about no effect
#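 Potentiation of an EC20 dopamine calcium response is measured in a force-coupled, tetracycline-inducible Hek293 Trex D2 line. Compound-only kinetic reads over 180 s flag agonists before dopamine addition.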
# D2 ag = agonists of human D2 dopamine receptor; P14416; HEK293 T-REx D2 cells, calcium flux agonist mode; activation, % at 2 µM; 340,000 tested, 0.53% active;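 active = activation over 3 SD above normal in the single-dose calcium agonist read, cut at about 30% in these data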; also: 0% is about no effect
#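 Calcium-flux readout, 1 cycle/sec over 180 s following compound pin transfer, in inducible HEK293 Trex D2 cells (force-coupled); dopamine controls included. Positive calcium responses during this window marked compounds as potential agonists.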
# TRHR enhancer = allosterically enhances the human TRH receptor; TRHR cells, fluo-8 calcium fluorescence, EC20 TRH enhancement; 360,000 tested, 0.66% active; P34981; enhancement, % at 2 µM; in the data active = enhancement above about 30%; also: 0% is about no effect
#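 Enhancer read-out: after compound pinning and an initial kinetic agonist-mode read, an EC20 of TRH (10 nM final) was injected and fluo-8 calcium signal (Ex 480/Em 530) followed at 1 s/cycle for 100 cycles in TRHR-expressing cells.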
# D2 antagonist = D2 dopamine receptor (human) antagonism; HEK293 TREx D2 cells, calcium flux, dopamine EC80; P14416; 340,000 tested, 2% active; inhibition, % at 10 µM; in the data active = inhibition above about 30%; also: 0% is about no effect
#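 Antagonism is scored as inhibition of an EC80 dopamine-evoked calcium signal in a force-coupled, tetracycline-inducible HEK293 T-REx D2 line, with compound present 180 s before agonist.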
# RXFP1 antag = blocks the human relaxin receptor RXFP1; HEK293-RXFP1, relaxin-stimulated cAMP HTRF, 30 min; active compounds read low; 350,000 tested, 0.59% active; Q9HBX9; activity change, negative = inhibition, % at 57.5 µM;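 active = activity change of -60% or lower, but not beyond a set lower limit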; also: % is scaled to controls: 0 for no effect and ±100 for the full control effect
# The depositor's hits bear a star; . = no result given. Rule as the data show it, unless noted: active = activation above about 30%; inactive = the rest.
Compound,D1 agonist,D1 PAM,D1 antagonist,TRHR ag,D2 PAM,D2 ag,TRHR enhancer,D2 antagonist,RXFP1 antag
COc1ccccc1OCCSc1nc(C)c(Cc2ccccc2)c(=O)[nH]1,2,0,3,1.4,15,-1.9,2,-9,-4
CCOC(=O)CSc1nc2c(sc3ccccc32)c(=O)n1CCO,-1,2,60,-0.2,11,0.0,3,.,-13
Cc1cccc(-c2noc(CCC(=O)NCCc3ccccc3)n2)c1,7,-2,-14,-0.9,1,-0.8,-3,9,-1
Cc1ccnc(NC(=O)CNC(=O)c2ccccc2Br)c1,1,6,10,0.7,3,1.4,9,4,0
O=C(Nc1cccnc1)c1cccc(S(=O)(=O)N2CCOCC2)c1,3,-3,-8,0.6,5,0.1,6,7,24
CC(C)(C)n1nnnc1C(c1cccc(C#N)c1)N1CCCCCC1 (configuration not stated),1,-1,9,-0.4,12,0.0,4,-7,-1
CCN(CC)C(=O)c1ccc2c(=O)n(CCOC)c(=S)[nH]c2c1,6,-2,13,0.4,0,1.2,-9,1,7
CCOC(=O)C1=C(COC(=O)C2CC(=O)N(c3ccc(CC)cc3)C2)NC(=O)NC1C (configuration not stated),2,-6,0,0.8,0,-0.3,5,-8,-15
Cc1ccccc1CC(=O)N1CCN(S(=O)(=O)c2cccs2)CC1,1,0,9,3.3,10,0.8,8,0,-1
Cc1cccc(OCC(=O)O/N=C(\N)c2ccccn2)c1,4,1,3,0.3,-4,-0.1,-5,13,16
CCN(Cc1nc(-c2cccc(C)c2)no1)C(=O)c1ccco1,2,-2,5,-0.3,.,1.3,6,-2,3
Cc1c2cnn(-c3ccccc3)c(=O)c2c(C)n1CC(=O)NCc1ccccc1Br,0,7,10,-0.3,.,-0.4,1,.,-4
O=C(Nc1ccc(F)cc1)C1CCN(c2nc3ccccc3n3cccc23)CC1,3,2,17,0.3,-8,1.0,2,.,-12
COc1ccccc1C(CNc1nc(C(F)(F)F)nc2ccccc12)N(C)C (configuration not stated),13,-14,4,-2.3,-5,-0.6,0,22,-1
O.O.O.O=S(=O)([O-])OC[C@H]1O[C@@H](O[C@]2(COS(=O)(=O)[O-])O[C@H](OS(=O)(=O)[O-])[C@@H](OS(=O)(=O)[O-])[C@@H]2OS(=O)(=O)[O-])[C@H](OS(=O)(=O)[O-])[C@@H](OS(=O)(=O)[O-])[C@@H]1OS(=O)(=O)[O-].[Al],2,3,-11,0.0,-3,0.8,8,-13,.
Cc1ccc(C)c(N2CCN(C(=O)Cn3ncc4ccsc4c3=O)CC2)c1,10,-4,1,-1.5,3,-1.0,0,.,.
CCOC(=O)c1ccc(-c2ccc(/C=N/NC(=O)CN(c3ccccc3Br)S(C)(=O)=O)o2)cc1,5,-9,16,0.8,-1,-0.2,7,-7,0
Cc1ccc(N(CC(=O)Nc2cc(C)ccc2C)S(C)(=O)=O)cc1,3,1,-38*,0.0,-5,0.1,-3,16,13
COC(=O)c1c(NC(=O)COc2ccc(Cl)cc2C)sc2c1CCCCC2,0,1,-11,0.3,1,0.7,2,.,16
O=C1CSC(c2cccc(Cl)c2Cl)N1c1ccccn1 (configuration not stated),5,-4,6,0.0,2,-1.1,5,-9,-26
COc1cc(/C=C2\SC(=O)N(Cc3ccc(Cl)cc3)C2=O)cc([N+](=O)[O-])c1O,2,-3,-8,-1.0,-5,0.2,3,5,-20
CCc1ccc2[nH]c(=O)c(CN(CCCN3CCOCC3)C(=O)Nc3ccc(Cl)cc3)cc2c1,3,-1,7,-0.5,1,0.3,15,1,2
CC(C)=CC(=O)Nc1nnc(-c2ccccc2C)s1,5,-3,-16,0.8,10,0.1,4,2,-4
O=C(NC(=S)NC(=O)c1ccccc1F)c1ccccc1F,2,5,8,-0.9,-27,-1.4,-12,-7,-16
CCOC(=O)c1c(C)[nH]c(C(=O)OCC(=O)NCCc2ccc(OCC)c(OCC)c2)c1C,0,-4,7,-0.4,-1,-0.4,4,11,-13
Cc1cccc(CSc2ncnc3c2cnn3Cc2ccccc2)c1,6,-2,.,0.5,-10,-0.2,-5,5,-15
CCCc1cc(=O)oc2c3c(cc(OCC(=O)N[C@@H](C)C(=O)O)c12)OC(C)(C)CC3,2,-2,-1,0.0,14,1.1,-11,33*,-1
CCOc1ccc(NS(=O)(=O)c2ccc3[nH]cc(C(=O)N4CCCCCC4)c(=O)c3c2)cc1,1,-1,-3,0.4,-4,0.6,-3,.,3
CN1CCN(NC(=S)NC2CCCC2)CC1,3,2,17,0.5,-1,1.8,11,-4,-1
COc1cc(C(=O)Nc2ccc3c(c2)OCCO3)ccc1OC(C)C,-1,-3,1,-0.4,15,-2.4,3,-15,-2
COc1ccccc1C(=O)Nc1ccc(OCC(=O)N2CC(C)CC(C)C2)cc1 (configuration not stated),1,1,-25,0.7,-6,-0.4,-2,6,-4
CCOC(=O)Cc1c(C)nc2c(-c3ccc(Cl)cc3)c(C)[nH]n2c1=O,1,2,-15,-0.6,23,0.0,11,-7,-6

# Of the compounds above, these have a thiophene ring, fused or not:
Compound,D1 agonist,D1 PAM,D1 antagonist,TRHR ag,D2 PAM,D2 ag,TRHR enhancer,D2 antagonist,RXFP1 antag
CCOC(=O)CSc1nc2c(sc3ccccc32)c(=O)n1CCO,-1,2,60,-0.2,11,0.0,3,.,-13
Cc1ccccc1CC(=O)N1CCN(S(=O)(=O)c2cccs2)CC1,1,0,9,3.3,10,0.8,8,0,-1
Cc1ccc(C)c(N2CCN(C(=O)Cn3ncc4ccsc4c3=O)CC2)c1,10,-4,1,-1.5,3,-1.0,0,.,.
COC(=O)c1c(NC(=O)COc2ccc(Cl)cc2C)sc2c1CCCCC2,0,1,-11,0.3,1,0.7,2,.,16

# The list goes on:
Compound,D1 agonist,D1 PAM,D1 antagonist,TRHR ag,D2 PAM,D2 ag,TRHR enhancer,D2 antagonist,RXFP1 antag
Cc1cc(/C=N/NC(N)=O)c(C)c(CO)c1,1,-1,7,0.9,2,-1.1,1,3,-2
CCc1ccccc1NC(=S)N(Cc1ccco1)C(C)c1cccs1 (configuration not stated),6,-4,-2,0.2,2,0.2,-4,-1,7
Cc1cc[n+](CC(=O)Nc2cc(C(F)(F)F)ccc2Cl)cc1,6,18,-1,0.5,-14,-0.4,-4,21,8
NN/C(=C\[N+](=O)[O-])Nc1ccccc1,3,-3,5,0.4,0,0.0,3,-8,-2
CCCCOc1ccc(/C=C/C(=O)N(CC)CC(=O)Nc2ccc3c(c2)OCCO3)cc1OC,1,0,-10,-1.0,-9,-1.1,-1,-6,-19
Cc1ccc(-c2nnc(SCC(=O)N/N=C/c3cccs3)n2-c2ccc(C)cc2)cc1,0,0,5,-0.6,0,-1.6,-4,-2,-11
O=C(Nc1nc(-c2ccc(-c3ccccc3)cc2)cs1)C1CCCO1 (configuration not stated),6,1,-10,0.9,5,0.2,23,-12,-2
CCc1ccccc1NS(=O)(=O)c1ccc2c(c1)CC(=O)N2,3,2,-4,-1.3,-15,0.9,4,.,.
c1ccc(-c2cc(-c3ccccc3)on2)cc1,6,-1,14,-0.3,-9,22,0,0,7
Cc1ccc(O)c(NC(=O)CSc2n[nH]c(C)c2[N+](=O)[O-])c1,16,-7,-34*,0.2,.,.,0,.,13
CCOc1ccc2nc(NC3=NCN(Cc4ccco4)CN3)nc(C)c2c1,1,0,-13,0.4,-1,0.1,12,-15,.
CC(OC(=O)C1CCCCC1)C(=O)Nc1cccc([N+](=O)[O-])c1 (configuration not stated),3,-4,-17,0.9,-16,-0.3,-7,11,1
Cc1ccc(C(=O)/C=C/NNC(=O)c2ccccc2O)cc1,3,0,2,0.5,15,0.8,6,-15,.
Cc1nc(CSc2ccc(Br)cc2)cs1,2,5,-6,-2.0,6,-2.1,6,-2,-17
COc1ccc(CN2CCN(C(C)C)C(CCO)C2)cc1Cn1cccn1 (configuration not stated),3,4,28,0.0,20,0.2,11,-7,-39
COc1ccc(/C=C2\Oc3cc(OCC(=O)N4CCC[C@H]4C(=O)O)ccc3C2=O)cc1OC,1,4,-9,0.3,5,-0.1,-3,6,.
COC(=O)c1ccc(/C=C2/SC(=S)N(CCC(=O)N3CCOCC3)C2=O)cc1,4,-4,0,0.1,3,-0.2,4,7,-17
Cc1ccc(-n2ncc3c(N4CCN(C)CC4)ncnc32)cc1,3,-1,-30*,0.9,2,-0.2,-4,.,0
C(=C\CSc1nnnn1-c1ccccc1)/CSc1nnnn1-c1ccccc1,21,-1,-2,1.4,-1,-0.2,-4,3,7
O=C(CN(C(=O)CCC(=O)Nc1ccccn1)c1ccc2c(c1)OCO2)NCc1ccco1,1,-3,-2,0.1,-11,-1.5,5,-9,-1
Cc1onc(-c2ccccc2Cl)c1C(N)=O,0,-4,-28,0.5,-2,0.8,22,-14,-4
Cc1cc(CSc2ccccc2)ccc1NC(=O)c1ccc(C)c([N+](=O)[O-])c1,6,-12,-8,-0.9,8,-1.1,3,-2,0
COc1ccc(NC(=O)C(NC(=O)Cc2cccs2)c2ccc(C)cc2)cc1 (configuration not stated),0,-7,-1,1.2,2,-1.1,4,9,.
COc1cc(C2N3CC4(C)CN2CC(C)(C3)C4)ccc1O (configuration not stated),4,-2,14,1.6,.,0.2,4,10,-1

# 2 entries from above, reformatted:
COC(=O)c1ccc(/C=C2/SC(=S)N(CCC(=O)N3CCOCC3)C2=O)cc1
  D1 agonist: 4
  D1 PAM: -4
  D1 antagonist: 0
  TRHR ag: 0.1
  D2 PAM: 3
  D2 ag: -0.2
  TRHR enhancer: 4
  D2 antagonist: 7
  RXFP1 antag: -17

Cc1ccc(-n2ncc3c(N4CCN(C)CC4)ncnc32)cc1
  D1 agonist: 3
  D1 PAM: -1
  D1 antagonist: -30*
  TRHR ag: 0.9
  D2 PAM: 2
  D2 ag: -0.2
  TRHR enhancer: -4
  D2 antagonist: .
  RXFP1 antag: 0

# Continuation.
Compound,D1 agonist,D1 PAM,D1 antagonist,TRHR ag,D2 PAM,D2 ag,TRHR enhancer,D2 antagonist,RXFP1 antag
CCOC(=O)C1CCN(c2cc3c(cc2NC(=O)c2ccccc2F)n(C)c(=O)n3C)CC1,0,4,-9,-0.9,1,-0.1,-3,-2,-12
O=C(COC(=O)CC1CC2CCC1C2)Nc1ccc(F)cc1 (configuration not stated),7,4,-14,0.7,-13,0.6,-3,20,-1
CCN(CC)CCNC(=O)C1(O)c2cc(Br)ccc2NC(=O)N1c1c(F)cccc1F (configuration not stated),3,-1,12,0.2,2,-0.5,-4,-6,5
COc1ccc(/C=C2\SC(=S)N(CCC(=O)NCCCn3ccnc3)C2=O)cc1,4,-6,2,-0.3,-11,-0.3,-2,-4,-7
COc1cccc(NS(=O)(=O)c2c(C)n(C)c(=O)n(C)c2=O)c1,16,0,47,-0.5,9,-1.3,9,-17,-5
CCN1CCCC1CN(Cc1cc2ccc(C)cc2[nH]c1=O)C(=S)Nc1ccc(OC)cc1 (configuration not stated),-1,4,-9,0.8,-2,2.3,9,11,-20
O=C(NC1CCCCC1)N1CCCc2ccccc21,0,-4,-2,0.1,-3,-0.4,6,-10,-11
COCCN(Cc1cc2cc(C)ccc2nc1Cl)C(=O)Nc1ccccc1C,1,4,6,0.3,11,16,2,-8,-20
Cc1occc1C(=O)N1CCC2(CCCN(Cc3ccc(F)c(F)c3)C2)C1 (configuration not stated),1,2,3,-0.5,-5,-0.8,-6,-11,2
